Compound activity (PubChem BioAssay)
Pf growth 96h: Primary qHTS for delayed death inhibitors of the malarial parasite plastid, 96 hour incubation. P. falciparum luciferase reporter growth, 96 h. Potency, µM (titrated, usually from 28.7 µM), without a hit: top-dose activity change, negative = inhibition, actives largely listed as inhibitors. actives 6.9% (n = 320,000); also: potency is read from the fitted curve at half-maximal effect; % is scaled to controls: 0 for no effect and ±100 for the full control effect
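Parasite growth measured via integrated firefly luciferase reporter in P. falciparum. Infected erythrocytes at 2% hematocrit, 0.05% parasitemia final were treated 96 hours at 37 C under 5% CO2, and luminescence was read.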
Shiga inhibitor: A qHTS for Small Molecule Inhibitors of Shiga Toxin; Vero cells, Shiga toxin protein synthesis inhibition reporter; inhibition, % at 38.7 µM; actives 9.2% (n = 290,000); in the data active = inhibition mostly above about 28%, no sharp cut-off; inactive = mostly below about 43%; also: 0% is about no effect
Pf growth 48h: Primary qHTS for delayed death inhibitors of the malarial parasite plastid, 48 hour incubation; P. falciparum luciferase growth in erythrocytes, 48 h; Potency, µM (series often up to 28.7 µM), without a hit: at the top dose activity change, negative = inhibition, most hits filed as inhibitors; actives 5.9% (n = 310,000); also: potency is read from the fitted curve at half-maximal effect; % is scaled to controls: 0 for no effect and ±100 for the full control effect
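Luciferase-expressing P. falciparum in infected erythrocytes (2% hematocrit, 0.1% parasitemia final) in RPMI 1640/0.5% Albumax were exposed to compound for 48 hours at 37 C, 5% CO2; growth read as luminescence.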
CHX counter: Cycloheximide Counterscreen for Small Molecule Inhibitors of Shiga Toxin; AID 2314, 2010; cell reporter, cycloheximide protein synthesis inhibition counterscreen; actives 12% (n = 300,000); max response, %; in the data active = max response mostly above about 13%, no sharp cut-off; inactive = mostly below about 14%; also: read at 38.3 µM for the half of the compounds with a filed dose; 0% is about no effect
Tb PYK inh: qHTS of Trypanosoma Brucei Inhibitors. Potency, µM (highest dose often 76.8 µM), without a hit: at the highest dose activity, negative = inhibition, actives largely listed as inhibitors. TbPYK enzyme, Kinase-Glo Plus ATP luminescence, 45 min. AID 624173, 2012. actives 0.12% (n = 410,000). pyruvate kinase (Trypanosoma brucei), Q57TT1; also: potency is read from the fitted curve at half-maximal effect; % is scaled to controls: 0 for no effect and ±100 for the full control effect; nearly all actives have a fitted effect of over 50% in size
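Luminescence from Kinase-Glo Plus, added after a 45-minute room-temperature reaction, served as the end-point read-out. The enzyme and substrate were preincubated with compound before ADP (130 uM final) initiated turnover. Concentration-effect curves came from normalized qHTS data.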
AmpC no deterg: qHTS Inhibitors of AmpC Beta-Lactamase (assay without detergent); actives 0.52% (n = 330,000); Potency, µM (doses to about 57.1 µM), for the others: at the top dose activity change, negative = inhibition, actives largely listed as inhibitors; AID 485341, 2010; AmpC nitrocefin hydrolysis, absorbance 480 nm, 0.0001% Triton;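 also: potency is read from the fitted curve at half-maximal effect; plate controls were no compound for no effect and no enzyme for full effect; nearly all actives have a fitted effect of over 20% in size; some results filed as inactive show a strong effect at the top dose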
Target sequence (P00811 whole entry, looked up): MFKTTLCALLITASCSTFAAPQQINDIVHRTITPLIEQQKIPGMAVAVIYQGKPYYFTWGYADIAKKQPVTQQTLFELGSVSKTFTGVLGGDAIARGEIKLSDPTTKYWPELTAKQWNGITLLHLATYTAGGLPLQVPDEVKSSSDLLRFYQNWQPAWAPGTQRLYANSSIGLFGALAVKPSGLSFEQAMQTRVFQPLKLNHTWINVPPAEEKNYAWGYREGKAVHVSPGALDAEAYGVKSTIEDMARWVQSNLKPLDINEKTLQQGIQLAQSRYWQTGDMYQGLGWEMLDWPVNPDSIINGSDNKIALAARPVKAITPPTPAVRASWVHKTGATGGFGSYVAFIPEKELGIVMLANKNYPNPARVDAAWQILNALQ
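20 mM phosphate pH 7.0 + 0.01% (detergent screen) or 0.0001% Triton X-100; 5.3 nM AmpC reagent; cpd preinc 15 min RT; nitrocefin (800 uM stock) to start; A480 q20 s × 4 min; Activity was normalised to no-enzyme and no-compound control wells.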
LmPK inh: qHTS Assay for Inhibitors of Leishmania Mexicana Pyruvate Kinase (LmPK); Q27686; Potency, µM (titrated, usually from 57.5 µM), for inactives: top-dose activity change, negative = inhibition, hits mostly inhibitors; purified LmPK, Kinase-Glo ATP luminescence, 1 h; AID 1721, 2009; actives 0.37% (n = 290,000); also: potency is read from the fitted curve at half-maximal effect; % is scaled to controls: 0 for no effect and ±100 for the full control effect
Target sequence (Q27686 whole entry, looked up): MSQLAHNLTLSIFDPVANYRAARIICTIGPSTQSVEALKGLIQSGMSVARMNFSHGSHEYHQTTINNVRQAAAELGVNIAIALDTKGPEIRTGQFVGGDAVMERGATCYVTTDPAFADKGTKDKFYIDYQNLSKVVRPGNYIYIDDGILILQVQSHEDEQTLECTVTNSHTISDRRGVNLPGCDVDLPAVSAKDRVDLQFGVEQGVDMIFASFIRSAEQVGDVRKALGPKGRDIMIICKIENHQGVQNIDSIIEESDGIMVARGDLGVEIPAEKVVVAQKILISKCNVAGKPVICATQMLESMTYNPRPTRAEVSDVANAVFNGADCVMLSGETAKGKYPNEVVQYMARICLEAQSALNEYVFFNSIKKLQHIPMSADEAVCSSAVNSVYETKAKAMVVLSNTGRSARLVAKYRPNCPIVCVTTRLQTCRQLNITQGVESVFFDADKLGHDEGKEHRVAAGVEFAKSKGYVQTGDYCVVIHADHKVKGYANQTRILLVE
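0.1 nM LmPK, 0.5 mM PEP, 0.1 mM ADP; 50 mM imidazole pH 7.2, 7 mM MgCl2, 50 mM KCl; 1 h RT. Kinase-Glo luminescence readout, normalized to no-enzyme (full inhibition) and uninhibited wells.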
An asterisk follows results filed as active; ? = inconclusive; . = not tested or not shown; & = joins results of further samples; [ ] = another dose, or the depositor's remark. Unless noted, calls follow the shape of the dose curve; as a rule, active = well fitted curve in the direction sought with a large enough effect; inconclusive = small, poorly fitted or top-dose-only effect, or another doubt; inactive = no such curve, though single readings can be large; an effect the other way counts as inactive or inconclusive.

SMILES	Pf growth 96h	Shiga inhibitor	Pf growth 48h	CHX counter	Tb PYK inh	AmpC no deterg	LmPK inh
COc1cc(/C=N/NC(=O)c2ccccc2)ccc1O	31%[activator]	60*	71%[activator]	26*	-2%	-29%	-3%
CN(C)c1ccc(C(c2ccc(N(C)C)cc2)c2ccc([N+](=O)[O-])cc2)cc1	12µM*	4	-56%	-3	-11%	-25%	4%
CC(=O)c1cccc(NC(=O)c2ccc(OC3CSC3)cc2)c1	?	29	130%[activator]	21	4%	-27%	-2%
CC(=O)N=c1c(C#N)cc2c(=O)n3cccc(C)c3nc2n1CCCOC(C)C	10µM*	-4	?	1	0%	1%	-9%
Cc1ccc(-c2nc(C3CCN(S(=O)(=O)c4ccc(C(C)(C)C)cc4)CC3)no2)cc1	2.9µM*	9	.	16	2%	-20%	5%
Cc1ccc(Oc2ccccc2/C=C/C(=O)O)cc1	17%	-4	-1%	-3	-2%	-18%	-8%
CCN(CC)CCn1c(=S)[nH]c2cc(Cl)ccc2c1=O	16%	-8	-27%	-1	-4%	-16%	-4%
N#C/C(=C\c1cccnc1)c1nc2ccccc2[nH]1	?	57*	?	36*	-7%	-17%	-4%
O=C(Nc1cccc(S(=O)(=O)N2CCCCCC2)c1)C1CCC1	13µM*	.	?	.	2%	-32%	.
CCNC(=S)N1CCC(c2nc3ccccc3s2)CC1	58%[activator]	-7	25%	-4	-4%	26%	-4%
O=C(O)/C=C\C(=O)Nc1cc(O)ccc1[N+](=O)[O-]	27%	0	8%	-2	-9%	-6%	-5%
CCOC(=O)CSc1nc2cc(C(=O)N3CCC(C(N)=O)CC3)ccc2c(=O)n1C1CCCCC1	35%[activator]	-7	?	-1	-1%	239%[activator]	1%
COc1ccc(CC2NCCC3(O)CCCCC23)cc1 (stereo not drawn)	16%	-27	.	-6	-1%	4%	10%
CC(=O)c1ccc(N(C(=O)CNC(=O)c2ccco2)C(C(=O)NC2CCCC2)c2ccncc2)cc1 (stereo not drawn)	10%	-6	34%[activator]	-2	1%	-1%	-3%
Cc1ccc(NC(=O)COc2ccc(-n3ccnc3)cc2)cc1Cl	2.9µM*	-10	9.3µM*	-6	0%	-20%	6%
COc1ccccc1N=NC1C(=O)N(C(N)=S)N=C1C (stereo not drawn)	-25%	.	11%	1	-7%	-9%	3%
CCOc1ccc(N=C(C)C2=C(O)c3ccccc3C2=O)cc1	12%	194*	15%	43*	-10%	-9%	-12%
O=c1[nH]c(-[n+]2ccccc2)c(/C=N/NC([S-])=Nc2ccccc2)s1	123%[activator]	-3	69%[activator]	-3	6%	-27%	1%
COc1ccc(CNC(=O)C2CCCN(S(=O)(=O)c3ccc4c(c3)CCCN4C(C)=O)C2)cc1 (stereo not drawn)	?	-9	8%	-1	3%&5%	110%[activator]	9%
O=C(Nc1nc(-c2cc(Cl)sc2Cl)cs1)c1ccc(Br)s1	-3%	-4	.	-5	-3%	-23%	1%
OC(COCCC12CC3CC(CC(C3)C1)C2)CN1CCCC1 (stereo not drawn)	?	-4	?	6	0%	49%	5%
CCOc1ccc(Br)cc1S(=O)(=O)Nc1ccccc1N1CCOCC1	.	-7	8.3µM*	9	0%	80%[activator]	1%
Cc1ccc(C(=O)c2oc3ccccc3c2NC(=O)c2cc(-c3cc(C)ccc3O)n[nH]2)cc1	0.33µM*	3	0.33µM*	-5	0%	-41%	7%
O=C(CCc1nc2sc3c(c2c(=O)[nH]1)CCCC3)NCCc1ccccc1	15%	.	1%	.	-4%	-9%	.
COc1ccc2[nH]c3c(NCCCN4CCCC4=O)ncnc3c2c1	5%	38	1%	5	-1%	-11%	-3%
NS(=O)(=O)c1ccc(CCNC(=O)c2ccc(CS(=O)(=O)c3ccc(Br)cc3)o2)cc1	?	-10	-3%	12	0%	-17%	1%
O=C1CC(c2ccc3c(c2)OCCO3)Oc2ccc([N+](=O)[O-])cc21 (stereo not drawn)	448%[activator]	88*	111%[activator]	46*	-4%	-23%	-5%
CC(=O)Nc1ccc(NC(=O)Nc2ccccc2)cc1	103%[activator]	64*	98%[activator]	25*	-5%	-8%	-1%
O=C(NCCc1cn[nH]c1)C1CCC(=O)N(CCc2cccc(F)c2)C1 (stereo not drawn)	?	-4	18%	-2	?	-4%	-9%
CCC(C)(C)NC(=O)C(c1ccccn1)N(C(=O)c1csnn1)c1ccc(C)cc1 (stereo not drawn)	34%[activator]	17	19%	-1	3%	22%	7%
C/C(N)=C(/C#N)C(=O)COC(=O)C1=NN(c2ccccc2)C(=O)CC1	30%	-14	27%	-6	1%	-10%	3%
CCOC(=O)N1CCN(C(=O)Cn2ncc3c2-c2ccccc2OC3)CC1	10%	-7	.	1	2%	28%	-2%
COc1ccc(N2C(=O)/C(=C/N(C)C)NC2=S)cc1	-2%	-3	3%	1	?	1%	?
Cc1nn(-c2ccccc2)c(Cl)c1C1C(C#N)=C(N)Oc2c1c(C)nn2-c1ccccc1 (stereo not drawn)	10µM*	-10	10µM*	-1	-10%	-26%	-2%
Cc1cc(SCn2nnc3ccccc3c2=O)nc2ccccc12	0%	-7	46%[activator]	-2	-6%	-9%	-2%
CCc1noc(C)c1C(=O)OC(C)C(=O)Nc1ccccc1OC (stereo not drawn)	2%	.	?	.	5%	-13%	.
O=C(O)Cc1c(C(=O)O)nnn1-c1cccc(C(F)(F)F)c1	?	16	-15%	1	1%	-24%	1%
Cc1ccc(CNCC(O)c2ccccc2)s1 (stereo not drawn)	123%[activator]	5	12µM*	14*	0%	-2%	2%
Cc1[nH]c(=S)c(C#N)c2c1CCCC2	?	-6	17%	-5	3.5µM*	-39%	5%
O=C(Nc1cccc2nsnc12)c1ccc(-c2ccc(Br)cc2)o1	22%	25	39%[activator]	9	-10%	-23%	-1%
CC(c1ccccc1)c1nnc(NC(=O)c2ccc3c(c2)OCO3)s1 (stereo not drawn)	42%[activator]	5	?	8	1%	-29%	-2%
CCC(=O)Oc1ccc(C(=O)Nc2cccc(NC(=O)c3ccco3)c2)cc1	-16%	1	7%	-1	1%	-21%	1%
CCS(=O)(=O)c1ccc2oc(=O)c(/C=C(\O)c3ccc(Cl)cc3)nc2c1	4%	3	20%	3	-1%	-47%	-1%
N=c1c2c(ncn1CCN1CCOCC1)Oc1cc(O)ccc1C2c1ccccc1 (stereo not drawn)	?	2	?	-3	-4%	-7%	8%
CC(C)CC(=O)N1CCN(Cc2ccc(C(F)(F)F)cc2)CC1	-26%	-6	-15%	-1	4%	165%[activator]	0%
Nc1ncc(P(=S)(N2CCOCC2)N2CCOCC2)s1	-5%	-19	2%	2	-1%	-3%	6%
CN(CCC#N)C(=O)CC(Cc1ccccc1)C1CCOC(C)(C)C1 (stereo not drawn)	-1%	11	1%	-1	1%	43%	-1%
O=C1C=C(NNC(=O)c2ccccc2Br)CCC1	-8%	-2	14%	-3	-10%	-17%	-1%
C/C(NC(=O)c1ccccc1F)=C1\C(=O)C[C@@H]2[C@H]1C2(C)C	.	35	-4%	14*	-13%	-6%	1%
O=[N+]([O-])c1ccc(-c2ccc(/C=N/Nc3nc(N4CCCCC4)nc(N4CCCCC4)n3)o2)cc1	-60%	-24	?	-1	1%	-13%	-3%
CCCCN(CCCC)CCNC(=O)c1cn(C)c2ccc(S(=O)(=O)N(C)C3CCCCC3)cc2c1=O	?	-6	?	-2	5%	23%	3%
O=C(Nc1ccccc1)ON=C1c2ccccc2-c2ccccc21	67%[activator]	67	44%[activator]	19	-3%	-13%	-4%
CO/N=C/c1ccc(N2CCOCC2)c([N+](=O)[O-])c1	50%[activator]	4	14%	19	-1%	-3%	-1%
N#CCCN(Cc1cccs1)C(=O)Nc1ccccc1	3%	2	9%	1	-2%	-22%	-9%
CN(Cc1nc(-c2cccs2)no1)CC1COCCO1 (stereo not drawn)	?	61*	132%[activator]	33*	0%	5%	7%
COc1cccc(NC(=O)C2C3C=CC4(O3)C2C(=O)N(C2CC2)C4C(=O)NC2CCCCC2C)c1 (stereo not drawn)	43%[activator]	-14	.	-1	-2%	-15%	3%
CCOc1cccc2cc(C(=O)NCc3ccccc3)c(=N)oc12	?	-7	0%	-2	0%	-9%	7%
Cc1ccc(S(=O)(=O)NC2CCSC2=O)cc1C (stereo not drawn)	-2%	.	13%	.	0%	-14%	.
CCOc1ccccc1C(=O)NCC(=O)OCCCOC(=O)CNC(=O)c1ccccc1OCC	8%	.	6%	.	-7%	59%	.
OC1(c2ccccc2)C/C(=N\n2cnnc2)C=C1c1ccccc1 (stereo not drawn)	-25%	-5	?	-7	-8%	-15%	2%

Structural class, the compounds so far containing a COOH group (3)
SMILES	Pf growth 96h	Shiga inhibitor	Pf growth 48h	CHX counter	Tb PYK inh	AmpC no deterg	LmPK inh
Cc1ccc(Oc2ccccc2/C=C/C(=O)O)cc1	17%	-4	-1%	-3	-2%	-18%	-8%
O=C(O)/C=C\C(=O)Nc1cc(O)ccc1[N+](=O)[O-]	27%	0	8%	-2	-9%	-6%	-5%
O=C(O)Cc1c(C(=O)O)nnn1-c1cccc(C(F)(F)F)c1	?	16	-15%	1	1%	-24%	1%

Next section:
SMILES	Pf growth 96h	Shiga inhibitor	Pf growth 48h	CHX counter	Tb PYK inh	AmpC no deterg	LmPK inh
O=C(CN(Cc1ccco1)Cc1cccs1)N1CCN(S(=O)(=O)c2cccc(F)c2)CC1	?	.	13µM*	.	5%	63%[activator]	.
C/C(=N\NC(=O)c1ccc([N+](=O)[O-])cc1)c1c(O)cc(C)oc1=O	7%	28	-14%	7	-19%	-27%	1%
COc1ccc(C(=O)N2CCN(c3ccccc3Cl)CC2)cc1S(=O)(=O)NC1CC1	?	.	?	.	6%	153%[activator]	.
CC(=O)N1CCc2cc(S(=O)(=O)NC(Cc3ccccc3)C(=O)NCCN3CCCCC3C)ccc21 (stereo not drawn)	?	-1	-21%	-3	-1%	-5%	-3%
Cc1ncc(CO)c2c1Oc1nc(-c3ccccc3)nc(SCC(=O)N3CCCCC3)c1C2	?	-2	?	-9	0%&-4%	44%	1%
CC(C)(C)C1CCC(=NNC(=O)CC(=O)NCc2ccccc2)CC1 (stereo not drawn)	2.1µM*	-3	10%	-3	4%	-22%	3%
CC(=O)Nc1ccccc1OC(C)C(=O)N1CC(C)CC(C)C1 (stereo not drawn)	?	3	?	-2	-12%	34%	1%
Cc1cccc(C(=O)Nc2nnc(-c3ccncc3)o2)c1	107%[activator]	23	51%[activator]	11	-1%	10%	0%
CCOC(=O)N1CCC(NCCNC(=O)c2ccc(F)c(F)c2)CC1	49%[activator]	.	10%	.	5%	4%	.
